# Assay outcomes: PubChem, several laboratories
# STAT3 inh: inhibitors of IL-6 induced STAT3 signaling | U3A cells, IL-6 STAT3-luciferase reporter, luminescence; host cell line lacks STAT1 | inhibition, % at 5.5 µM | 190,000 tested, 0.89% active;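 active = inhibition above the mean inhibition across all screened compounds plus 3 SD, cut at about 44% in these data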;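 also: 0% = DMSO only wells and 100% = 100 µM nifuroxazide control wells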
# bIAP inhibitor: blocks bovine intestinal alkaline phosphatase activity; inhibition, % at 20 µM; AID 1019; purified bovine IAP, CDP-star luminescence, 30 min; 190,000 tested, under 10 active;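 active = over 50% inhibition of intestinal alkaline phosphatase at 20 µM in the single-dose screen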
#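 Assay system: bovine IAP enzyme; medium: DEA buffer 100 mM, pH 9.8, with MgCl2 1.0 mM, ZnCl2 0.02 mM; doses: 20 µM single dose; incubation: enzyme reaction for 30 min at room temperature; detection: CDP-star luminescence signal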
# PPARg SRC-1 ag: agonists of human PPARgamma SRC-1 coactivator recruitment | P37231 | PPARgamma-SRC-1 coactivator recruitment biochemical assay | activation, % at 8 µM | 200,000 tested, 0.41% active | AID 631; in the data active = activation above about 19%;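 also: 0% = DMSO and 100% = reference agonist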
# PPARg SRC3 recr: PPARgamma-driven SRC-3 recruitment agonism; P37231; biochemical PPARgamma/SRC-3 coactivator recruitment assay; activation, % at 8 µM; 200,000 tested, 0.26% active; in the data active = activation above about 23%;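 also: 0% = DMSO and 100% = reference agonist; some compounds past the cut are filed as inactive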
# TNAP act hi DEA: increases human TNAP activity under high phosphate acceptor concentration; activation factor at 20 µM; 200,000 tested, under 10 active; purified TNAP, CDP-star luminescence, 1 M DEA, 30 min; hits give high values; 0 = EDTA background, 1 = DMSO-only activity; P05186;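 active = activation factor at least 2 at 20 µM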
# Target sequence (P05186 whole entry, looked up): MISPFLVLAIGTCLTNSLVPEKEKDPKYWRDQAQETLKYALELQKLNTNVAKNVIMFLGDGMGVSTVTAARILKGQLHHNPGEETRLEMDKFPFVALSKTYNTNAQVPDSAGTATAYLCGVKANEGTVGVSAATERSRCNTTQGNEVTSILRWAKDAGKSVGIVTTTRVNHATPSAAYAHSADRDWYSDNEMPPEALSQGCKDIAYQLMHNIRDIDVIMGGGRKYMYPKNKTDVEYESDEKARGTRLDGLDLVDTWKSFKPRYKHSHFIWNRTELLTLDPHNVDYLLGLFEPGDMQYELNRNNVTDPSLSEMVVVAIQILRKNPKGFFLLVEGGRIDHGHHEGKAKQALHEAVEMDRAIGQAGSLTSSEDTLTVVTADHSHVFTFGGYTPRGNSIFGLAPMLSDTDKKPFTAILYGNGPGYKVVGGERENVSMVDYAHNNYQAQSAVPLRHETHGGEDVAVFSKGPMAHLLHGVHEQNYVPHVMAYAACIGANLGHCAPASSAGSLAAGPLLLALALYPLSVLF
#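 Dosing: 20 µM single point. System: human TNAP. Amount: TNAP 1/800 final. Incubation: 30 min, room temperature. Read-out: TNAP activation factor scaled between EDTA and DMSO control wells. Signal: luminescence from CDP-star hydrolysis. Medium: 1 M DEA, pH 9.8, Mg2+, Zn2+. Control set: EDTA negative control, DMSO positive control.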
# TR-FRET SRC-2 ct: flags TR-FRET format artefacts in PPARgamma SRC-2 recruitment agonist screen. TR-FRET artefact counter-screen; hits give high values. TR-FRET ratio at 8 µM. 200,000 tested, 0.4% active; in the data active = TR-FRET ratio above about 2000; also: inactives centre near 1500
# bIAP act: increases bovine intestinal alkaline phosphatase activity; AID 1016; purified bovine IAP, CDP-star luminescence, 30 min; hits give high values; fold of DMSO-control signal, blank-subtracted; 200,000 tested, 0.17% active; activation factor at 20 µM;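 active = activation factor of 2 or more at 20 µM, a signal rise over negative controls twice the positive control's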
# STAT1 blocker: reduces IFN-gamma driven STAT1 reporter signal; inhibition, % at 5.5 µM; NIH 3T3 STAT1-luciferase reporter, luminescence; 200,000 tested, 0.35% active;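 active = inhibition above a set limit, the mean inhibition across all tested compounds plus 3 SD, cut at about 34% in these data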;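 also: 0% = IFN-gamma with DMSO and 100% = IFN-gamma with 300 µM nifuroxazide; values of inactives mirror those of a sister screen read the other way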
# STAT3 activator: STAT3 signaling activation. 190,000 tested, 0.91% active. activation (% of control), % at 5.6 µM. AID 871. U3A cells, IL-6 STAT3-luciferase reporter, luminescence; 100% = signal with IL-6 EC80 alone;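 active = activation above the screen-wide mean of compound activation plus 3 SD, cut at about 130% in these data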;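 also: 0% = background luminescence of wells with medium and substrate only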
#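 Material: STAT3-luciferase reporter U3A cells. Controls: IL-6-treated wells, 100% activation. Read-out: % activation versus median of IL-6-stimulated wells. Probe or stimulus: IL-6 stimulus at 33 ng/mL final. Timing: compound 1 h, then IL-6 6 h at 37 °C. Signal: reporter luminescence signal.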
# ROMK mod: modulates human ROMK potassium channel activity; P48048; 130,000 tested, 2% active; Tet-inducible ROMK, thallium flux fluorescence; actives lie on both sides; B-score at 10 µM;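 active = signal ratio slope over the read window, or its plate-corrected B-score, at least 3 SD from the plate mean, either direction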;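 also: B-score of the F/F0 ratio slope over 7 to 12 s after thallium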
# Target sequence (P48048 whole entry, looked up): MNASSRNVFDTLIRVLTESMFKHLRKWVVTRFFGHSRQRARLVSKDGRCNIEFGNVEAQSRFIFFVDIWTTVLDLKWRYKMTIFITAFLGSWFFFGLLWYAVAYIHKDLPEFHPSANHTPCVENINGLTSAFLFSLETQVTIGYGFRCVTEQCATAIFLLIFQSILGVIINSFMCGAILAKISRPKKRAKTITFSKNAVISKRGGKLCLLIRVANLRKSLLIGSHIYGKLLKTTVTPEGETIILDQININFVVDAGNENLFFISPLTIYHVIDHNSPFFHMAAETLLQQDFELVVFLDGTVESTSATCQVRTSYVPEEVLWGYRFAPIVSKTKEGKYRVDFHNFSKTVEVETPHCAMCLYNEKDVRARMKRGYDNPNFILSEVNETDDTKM
# PPARg SRC2 recr: PPARgamma-driven SRC-2 recruitment agonism; P37231; PPARgamma LBD-SRC-2 recruitment, biochemical; activation, % at 8 µM; 200,000 tested, 0.34% active; in the data active = activation above about 22%;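 also: 0% = vehicle and 100% = reference agonist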
# An asterisk follows results filed as active; · = not tested or not shown. The order is random (roughly 3.7% active in at least one column).
cpd	compound	STAT3 inh	bIAP inhibitor	PPARg SRC-1 ag	PPARg SRC3 recr	TNAP act hi DEA	TR-FRET SRC-2 ct	bIAP act	STAT1 blocker	STAT3 activator	ROMK mod	PPARg SRC2 recr
1	COc1ccccc1C1N(c2ccc(F)cc2)C(=O)C2CCCN21 (stereo unspecified)	7	9	-4	0	1	1570	0.9	-2	96	0.58	6
2	CC(C)Cc1nc2oc3c(NCCCN4CCOCC4)ncnc3c2c2c1CCC2	-1	-8	0	6	1	1411	1.1	-11	104	·	-9
3	O=C(C1CCCCN1S(=O)(=O)c1ccccc1)N1CCN(Cc2ccccc2)CC1 (stereo unspecified)	-3	2	5	-7	1	1472	1	7	104	0.93	2
4	CCn1c(SCC(=O)c2ccccc2)nnc1-c1ccoc1C	12	18	12	10	1.1	1758	0.8	-16	93	·	5
5	COCCN1CN=C(Nc2nc3ccccc3s2)NC1	-10	-11	6	-6	1	1674	1.1	-4	110	-0.013	2
6	CCOC(=O)CSC1=C(C#N)C(c2ccc3c(c2)OCO3)CC(=O)N1 (stereo unspecified)	-7	18	-2	0	1	1656	0.8	2	106	-0.55	1
7	COc1ccc2c(c1)C(=NNC(=O)c1ccccn1)c1cc(OC)ccc1-2	2	3	1	5	1	1588	1	1	97	·	6
8	Cc1ccc2nc(/C(C#N)=C\c3cc(C)n(-c4cccc([N+](=O)[O-])c4)c3C)[nH]c2c1	15	10	0	4	1.1	1353	0.9	6	87	1.3	3
9	COc1ccccc1NC(=O)COC(=O)C1CC2C=CC1C2 (stereo unspecified)	1	5	-1	-5	1	1677	1	-8	106	0.46	0
10	COc1ccc(C(CC(=O)NCC(OC)OC)NS(=O)(=O)c2ccc(Cl)cc2)cc1 (stereo unspecified)	3	-8	-1	-1	1.1	1672	1.1	7	108	0.36	-8
11	COc1ccc(NC(=O)COc2ccc(N(C)S(=O)(=O)c3ccc(C)cc3)cc2)cc1	0	5	-4	1	1	1402	0.9	1	104	-0.2	-5
12	O=C(NC1CC2CCCC(C1)N2Cc1ccco1)NC12CC3CC(CC(C3)C1)C2 (stereo unspecified)	3	-41	11	5	1.1	1699	1.4	1	100	·	-3
13	O=C(CN1CCN(c2ncccn2)CC1)N1CCCC1	4	5	-6	3	1	1351	1	-6	100	0.74	-1
14	O=C1c2ccccc2C(=O)N1CN(C(=O)COc1ccc(Cl)cc1Cl)c1cccc(F)c1	-11	4	1	6	1	1707	1	-5	112	·	5
15	COc1cc(NC(=O)c2ccc3c(c2)OCO3)ccc1NC(=O)C(C)C	20	12	-7	-9	1	1517	0.9	-8	85	·	-4
16	COc1ccccc1N1CCN(CC(O)COc2ccc3c(c2)CCC3)CC1 (stereo unspecified)	12	-10	9	8	1.1	1596	1.1	-5	93	·	3
17	Cc1ccc(C(=O)Cn2nnc3ccccc32)cc1	-3	8	6	0	1	1400	0.9	-21	103	·	1
18	CN(CC(=O)NCc1cccs1)S(=O)(=O)c1cccc2nsnc12	-7	8	7	1	1	1392	0.9	-2	106	0.67	-1
19	COc1ccc(CNC(=O)Cn2nc(C(F)(F)F)c3c2CCC3)cc1	-6	4	5	12	1	1591	1	1	105	·	1
20	CN(C)CC(C)(C)CNS(=O)(=O)c1ccc(Cl)s1	-7	-1	0	0	1	1720	1	-2	106	0.52	-7
21	CCSc1ncnc2c(C#N)c3n(c12)CCCCC3	-8	5	3	1	1	1489	1	-3	113	-0.83	-2
22	CC(C)C(=O)NNc1ccccc1	-15	5	5	7	1	1385	0.9	10	114	-0.54	4
23	COc1cc(NS(=O)(=O)c2ccc(NC(=O)COc3ccc(C)cc3)cc2)nc(OC)n1	8	-8	6	11	1	1649	1.1	5	100	0.19	0
24	COC(=O)C1=C(C)NC(=O)CC1c1cccc(OC)c1OC (stereo unspecified)	5	3	-2	-3	1.1	1490	1	0	101	·	-1
25	CCOc1ccc(OCCCC(=O)NC2=NCCS2)cc1	-3	8	-4	0	1.1	1590	0.9	1	102	1.2	-3
26	CCOC(=O)C(Oc1ccc(=O)n(-c2ccccc2)n1)C(C)=O (stereo unspecified)	4	0	5	-10	1.1	1453	1	3	100	·	-2
27	O=c1c2ccccc2oc2nc3n(c(=O)c12)CCCS3	5	5	-2	-3	1	1374	0.9	0	96	-0.18	-6
28	Nc1c(C(=O)NCc2ccccc2)nnn1Cc1cccc(Cl)c1	-1	14	-2	-2	1.1	1617	0.9	7	105	·	7
29	O=[N+]([O-])c1ccc(O)c(Nc2ncnc3ccccc23)c1	24	10	5	5	0.8	1516	0.9	-10	81	0.27	5
30	COCCCNC(=O)CN1CCN(Cc2ccc(Cl)cc2)C1=O	10	3	12	3	1	1696	1	1	96	·	10
31	CC(C)CC(NC(=O)OC(C)(C)C)C(=O)NC(C(=O)NC(C)C(N)=O)C(C)C (stereo unspecified)	0	10	-5	-3	1	1352	0.9	-1	102	·	-3
32	CC1CCCCN1C(=O)/C(=C\c1ccccc1)c1ccccc1 (stereo unspecified)	4	0	2	4	1	1559	1	-10	101	·	6
33	Cn1c(SCc2nnc3n2CCCCC3)nc2ccccc21	4	10	6	-10	1	1266	0.9	-6	100	·	-8
34	Cc1ccc(Nc2nc(C(=O)NCc3ccco3)cs2)cc1	18	25	-8	-8	1	1233	0.8	-3	87	-1.1	-13
35	CC(C)(C)C(=O)Nc1cccc2[nH]ncc12	2	-14	7	1	1	1408	1.1	-5	101	-0.033	-5
36	CCCCC1CCC(c2nc(-c3cccnc3)no2)CC1 (stereo unspecified)	1	4	-4	-2	1	1500	1	0	105	·	-5
37	COc1ccc(/C=N/NC(=O)CCc2nc3ccccc3[nH]2)cc1	-1	7	2	0	1	1588	0.9	-3	103	·	4
38	COc1ccc2nc(NC(=O)c3cccnc3SC)sc2c1	22	-1	1	1	1	1535	1	-32	83	·	-7
39	CCN(CC)Cc1c(O)ccc2c(C)c(CC(=O)OC)c(=O)oc12	0	4	7	3	1.1	1700	1	-1	100	0.18	10
40	COc1ccc(C(=O)NCC(=O)NCCc2c[nH]c3ccccc23)cc1OC	1	-8	3	4	1	1720	1.1	6	107	0.25	7
41	COc1ccc(Cl)cc1S(=O)(=O)N1CCN(Cc2ccc3c(c2)OCO3)CC1	4	2	10	-10	1	1364	1	1	99	·	-4
42	CCOc1ccc(-c2nc(C#N)c(N3CCOCC3)o2)cc1	18	6	4	-4	1.1	1544	0.9	-11	90	·	11
43	O=S(=O)(NC1CCCC1)c1ccccc1Cl	-2	17	5	-6	1	1444	0.8	3	103	·	8
44	CC1(C)Cc2ccccc2C(NNC(=O)c2ccncc2)=N1	5	-25	4	-3	1.1	1462	1.3	7	104	·	-5
45	COCC(=O)Nc1cc(C(=O)Nc2cccc(C)c2C)ccc1Cl	2	21	-4	0	1.1	1572	0.8	7	104	-0.36	1
46	CCN(CC)CCNC(=O)c1ccccn1	11	7	-2	-6	1	1514	0.9	0	94	-1.7	-1
47	CCCCn1c(NCc2ccccc2NS(=O)(=O)c2ccc(C)cc2)nc2ccccc21	-6	-49	6	-9	1.1	1563	1.5	6	105	·	7
48	COc1ccc(C(=O)Nc2cc(OC)c(NC(=O)c3ccco3)cc2OC)cc1	11	4	6	5	1	1540	1	-7	92	·	6
49	CCNC(=S)N(Cc1ccc2c(c1)OCO2)C1CC(=O)N(c2ccc(F)cc2)C1=O (stereo unspecified)	-2	18	-3	-7	1	1473	0.8	8	110	·	2
50	CC(=O)c1ccc(NC(=O)CCNS(=O)(=O)c2cccc3nonc23)cc1	22	18	4	1	1	1597	0.8	15	86	-0.033	7
51	CC(O)CNc1nc2ccccc2n1CC(=O)NC12CC3CC(CC(C3)C1)C2 (stereo unspecified)	-9	-4	5	4	1	1534	1	5	109	-2.7*	6
52	CCn1c(-c2ccc(Cl)cc2)n[nH]c1=S	10	27	-3	8	1	1527	0.7	2	96	1.3	7
53	CCN(CC)C(=O)c1sc(N)c(C#N)c1C	8	5	-4	-22	1.1	1394	0.9	6	96	0.94	-9
54	C=CCOC(=O)C1=C(C)NC(=O)NC1/C=C/c1ccccc1 (stereo unspecified)	0	4	-3	-6	1.1	1535	1	5	104	0.86	-2
55	O=C(NCc1ccccc1)C(=O)NCC1OCCN1S(=O)(=O)c1ccc2c(c1)OCCO2 (stereo unspecified)	-3	7	1	1	1.1	1424	0.9	5	103	0.013	0
56	CCOc1ccc(S(=O)(=O)N2CCOCC2)cc1[N+](=O)[O-]	10	-17	0	2	1	1586	1.2	3	94	-0.94	1
57	Cc1c(NC(=O)C(CC(=O)O)NCc2ccco2)c(=O)n(-c2ccccc2)n1C (stereo unspecified)	7	13	5	2	1	1504	0.9	-1	96	-0.43	4
58	O=C(CSc1nncn1-c1ccccc1)NC1CCCCC1	8	-13	9	3	1	1759	1.1	0	101	-0.38	13
59	O=c1cnnc(Nc2cccc(C(F)(F)F)c2)[nH]1	7	-4	4	2	1	1643	1	2	98	0.061	3
60	O=C(NN1C(=O)C2C3C=CC(C3)C2C1=O)C(O)c1ccccc1 (stereo unspecified)	2	0	-7	-3	1	1497	1	-5	102	-2.4	0

# Entries from the list above that contain a CF3 group, in the order listed:
cpd	compound	STAT3 inh	bIAP inhibitor	PPARg SRC-1 ag	PPARg SRC3 recr	TNAP act hi DEA	TR-FRET SRC-2 ct	bIAP act	STAT1 blocker	STAT3 activator	ROMK mod	PPARg SRC2 recr
19	COc1ccc(CNC(=O)Cn2nc(C(F)(F)F)c3c2CCC3)cc1	-6	4	5	12	1	1591	1	1	105	·	1
59	O=c1cnnc(Nc2cccc(C(F)(F)F)c2)[nH]1	7	-4	4	2	1	1643	1	2	98	0.061	3

# More results follow.
cpd	compound	STAT3 inh	bIAP inhibitor	PPARg SRC-1 ag	PPARg SRC3 recr	TNAP act hi DEA	TR-FRET SRC-2 ct	bIAP act	STAT1 blocker	STAT3 activator	ROMK mod	PPARg SRC2 recr
61	S=C(Nc1ccccc1)N1CCn2c1nc1ccccc12	19	2	-4	4	1	1549	1	-1	87	·	8
62	O=C(CSc1nc(-c2ccc(F)cc2)nc2c1Cc1ccccc1O2)Nc1ccc(C(=O)O)cc1	-32	2	14	2	1.1	1743	1	-1	126	0.81	5
63	CCOC(=O)C1(Cc2ccc(OC)cc2)CCN(C(=O)C2=CCCC2)CC1	6	12	0	-1	1.1	1629	0.9	0	99	-0.8	-2
64	N#CCCN1CCNCC1	1	5	4	-1	1	1538	0.9	3	100	-0.0093	3
65	CC(C)(C)C1CCc2[nH]c3ccccc3c(=O)c2C1 (stereo unspecified)	12	-1	7	9	1	1750	1	-15	91	0.094	8
66	CC1CCN(C(=O)c2ccc(NS(C)(=O)=O)cc2)CC1	14	12	4	15	1	1592	0.9	-3	91	·	5
